# Source: PubChem
# TRPM1 prom inh – inhibitors of MITF-driven TRPM1 promoter in melanoma cells; 330,000 tested, 0.83% active; SK-MEL-5 TRPM1 promoter luciferase, 24 h; inhibition, % at 12.5 µM;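 active means mean inhibition across replicates of 60% or more, whatever share of single replicates reaches that level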; further: values of inactives mirror those of a sister screen read the other way
# HIF-2a inh – blocks HIF-2a reporter activity; AID 624352; 786-0 RCC cells HIF-2a reporter, luciferase luminescence, overnight; 360,000 tested, 0.72% active; inhibition, % at 18.8 µM;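 active means inhibition of the luminescence signal of 40% or more relative to plate controls, in a single-dose primary screen at 18.75 µM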
# KKLEB cytotox – reduces viability of KKLEB cystic fibrosis airway cells. KKLEB CF airway cells viability, ATPlite luminescence, overnight; stronger effect = lower value; cells stimulated with P. aeruginosa culture filtrate. activity change (cytotoxicity), % at 5 µM. 360,000 tested, 0.36% active;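 active means corrected activity change at or below -50% at 5 µM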
# NR2E3 ag-1 – NR2E3 (human) agonism. AID 2300. GST-NR2E3/biotin-RetCOR TR-FRET, 1536-well. Q9Y5X4. 320,000 tested, 0.12% active. inhibition of corepressor binding, % at 4.78 µM;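 active means percent inhibition above the cutoff of mean plus 3 SD of all tested compounds, set per screening campaign, cut at about 20% in these data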;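 further: 0% = DMSO wells and 100% = biotin wells as full block of FRET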
# Target sequence (Q9Y5X4 whole entry, looked up): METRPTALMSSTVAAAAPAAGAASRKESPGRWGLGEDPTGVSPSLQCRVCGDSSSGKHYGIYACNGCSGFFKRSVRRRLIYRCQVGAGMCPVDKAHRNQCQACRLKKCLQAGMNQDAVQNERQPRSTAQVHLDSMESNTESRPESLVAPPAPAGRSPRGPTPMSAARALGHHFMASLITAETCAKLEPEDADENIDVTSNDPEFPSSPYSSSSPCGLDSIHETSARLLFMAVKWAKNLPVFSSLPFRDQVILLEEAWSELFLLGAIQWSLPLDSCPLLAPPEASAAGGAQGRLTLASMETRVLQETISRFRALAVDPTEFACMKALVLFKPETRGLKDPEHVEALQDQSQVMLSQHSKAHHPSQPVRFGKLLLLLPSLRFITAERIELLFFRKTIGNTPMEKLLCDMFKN
#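 Material: NR2E3–RetCOR corepressor complex | Quantity: 1.35 nM GST-tagged NR2E3 final | Schedule: 5 h at 4 °C | Replication: Singlicate compound wells | Reagent: RetCOR corepressor, biotinylated, 7 nM | Controls: Biotin wells as high control, 0.6% DMSO wells as low control | Signal: TR-FRET, Eu(K)-anti-GST donor, streptavidin-D2 acceptor, ex 340, em 617/671 nm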
# aDG glyco act – alpha-DG glycosylation activation | Pro5-aDG cells, alpha-DG glycosylation AlphaScreen (IIH6); 0% Pro5, 100% B10-LARGE cell signal | activation, % at 10 µM | 360,000 tested, 0.22% active;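 active means activation of at least 8% versus controls, or a plate z-score of at least 8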;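 further: Pro5 are CHO cells carrying HIG-tagged alpha-DG that lacks glycosylation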
# iPSC survival up – increases survival of single human iPS cells | survival enhancement, % at 20 µM | AID 602274 | hiPSC single-cell survival, ATPlite luminescence; 100% = ROCK inhibitor wells, 0% = DMSO | 360,000 tested, 0.044% active; in the data active means survival enhancement above about 18%;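 further: cells exposed to compounds for 16 hours before the ATP read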
# Shn3 3UTR inh – Schnurri-3 reporter inhibition in Clone20 osteoblasts | Clone20 osteoblast Shn3 3'UTR firefly luciferase, 24 h | inhibition, % at 12.5 µM | 360,000 tested, 0.52% active;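 active means mean inhibition of at least 75% with every replicate also reaching 75%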;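 further: 0% = median of neutral control wells and 100% = pilot-screen positive control compound; some compounds past the cut are filed as inactive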
# NR2E3 ag-2 – agonists of human NR2E3 nuclear receptor. Q9Y5X4. CHO-S Gal4-NCOR/VP16-NR2E3 two-hybrid, luciferase. inhibition of corepressor binding, % at 3.98 µM. 360,000 tested, 0.35% active. AID 602229;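 active means inhibition above the mean of all tested compounds plus 3 SD, cut at about 70% in these data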;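 further: 0% = DMSO with NR2E3 transfected cells and 100% = cells lacking NR2E3 construct; higher means lower luciferase signal from less NR2E3 corepressor binding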
# TWEAK Fn14 block – inhibitors of TWEAK-Fn14 interaction signaling. AID 1159606. TWEAK-stimulated Fn14 reporter cells, luciferase luminescence, 8 h. inhibition, % at 10 µM. 360,000 tested, 2% active; in the data active means inhibition above about 50%
# CF NFkB inh – blocks PAF-induced NF-kB reporter in cystic fibrosis cells. KKLEB NF-kB-GFP reporter, GFP fluorescence overnight. inhibition, % at 5 µM. 360,000 tested, 0.86% active. AID 588850;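 active means at least 50% inhibition at 5 µM, scaled per plate between neutral and stimulator controls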;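 further: PAF is a Pseudomonas aeruginosa culture filtrate used as stimulus; plate controls were PAF-stimulated DMSO wells for no effect and unstimulated DMSO wells for full effect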
# Peg3 promoter – reduces Peg3 promoter-driven luciferase expression in HeLa. HeLa PEG-Prom luciferase reporter, luminescence, overnight. inhibition, % at 20 µM. 360,000 tested, 1.7% active;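 active means inhibition of at least 50% at 20 µM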
# The depositor's hits bear a star; . = not tested or not shown.
Compound	iPSC survival up	TWEAK Fn14 block	aDG glyco act	Peg3 promoter	KKLEB cytotox	Shn3 3UTR inh	NR2E3 ag-1	HIF-2a inh	CF NFkB inh	TRPM1 prom inh	NR2E3 ag-2
COc1ccc(-c2nc3cc(NC(=S)NC(=O)Cc4ccccc4)ccc3o2)cc1	-2.1	-56	0.3	-200	-23	-8	2	-121	35	-94	-21
CC(=O)N1CCSc2ccc(S(=O)(=O)NCc3ccccc3)cc21	-0.6	-6	-0.3	8	-3	24	1	2	15	-4	2
CC1SC(=NC(=O)c2ccco2)NC1=O (stereo not drawn)	2.0	19	-0.3	17	16	9	3	21	-21	2	17
Cn1ccc(C(=O)N/N=C/c2ccncc2)n1	0.1	1	-0.4	-1	4	-7	.	-23	-5	6	9
CSc1ccccc1C(=O)NCCSc1ccc(C)cc1	-0.9	2	-0.1	7	-5	9	-4	9	-11	-4	-7
COc1cc(/C(C)=N/N2CCN(Cc3ccc(C)cc3)CC2)ccc1O	-0.4	0	0.0	15	10	12	2	14	8	9	-1
CC(=O)c1cccc(NC(=O)c2ccc(NC(=O)CCS(=O)(=O)c3cccs3)cc2)c1	-0.3	19	0.1	25	10	-14	0	5	-6	2	-23
CC1CN(C(=S)NC(=O)c2ccc([N+](=O)[O-])cc2)CC(C)O1 (stereo not drawn)	-2.6	-6	0.1	15	0	-4	3	12	-13	4	-19
CCN(C(=O)CSc1nnc(-c2ccncc2)n1C)C1CCS(=O)(=O)C1 (stereo not drawn)	-0.9	7	0.0	22	10	-8	-2	19	-6	6	16
CCOc1cc(S(=O)(=O)NC2CC(C)(C)NC(C)(C)C2)ccc1Cl	-0.6	9	0.0	-24	-4	8	-2	3	-19	-3	-1
CCCCOc1ccc(CONS(=O)(=O)c2ccc(NC(C)=O)cc2)cc1Cl	-2.4	4	7.0	-8	7	60	-5	-15	-25	-13	50
O=C(Nc1ccc(S(=O)(=O)N2CCCC2)cc1)c1cccnc1	0.0	6	-0.1	3	0	7	0	1	7	3	-30
O=c1cc(NC2CCCCC2)[nH]c(=O)[nH]1	0.7	12	-0.1	9	-5	-1	-2	4	-10	7	-18
CCCNC(=O)C(=O)NCC(c1ccc2c(c1)OCO2)N1CCN(c2ccc(F)cc2)CC1 (stereo not drawn)	0.1	13	-0.1	9	-6	-23	-6	12	-2	-8	-9
O=c1[nH]cc(NCCc2ccccc2)c(=O)[nH]1	0.3	-10	-0.2	-21	9	-7	2	-30	8	7	-14
CCOC(=O)C1(CCOc2ccccc2)CCN(CC2CC2)CC1	1.1	9	0.0	11	-11	4	2	8	2	6	19
CCCc1c(C(=O)N/N=C/c2ccc(OCc3ccccc3)c(OC)c2)nnn1-c1nonc1N	0.4	-26	0.6	-89	27	-19	1	-10	-36	-64	-16
Cc1cccc(-n2c(=O)c3c(n4cnnc24)-c2ccccc2CC32CCCCC2)c1	1.4	22	0.0	7	1	-10	1	28	12	-1	-19
CC(C)NC(=S)NN=C1c2ccccc2-c2ccccc21	-0.3	-19	-0.4	13	4	-12	0	-5	-10	12	-30
COc1ccc(/C=N/Nc2ccccc2C(=O)O)cc1	-0.9	57*	0.0	-133	0	1	-1	-117	5	-4	-163
O=C(O)CC(Cc1ccc(Cl)cc1)C(=O)Nc1ccc([N+](=O)[O-])cc1 (stereo not drawn)	-2.2	8	1.7	21	1	-2	-2	10	5	10	-34
CSc1nc2c(=S)[nH]c(=S)[nH]c2s1	0.1	6	0.0	7	3	-12	.	-25	22	.	2
COc1ccc(CN(C)C(=O)/C=C/c2ccc(S(=O)(=O)N3CCOCC3)cc2)cc1F	-0.4	-4	0.2	6	-18	38	.	13	13	14	-2
COc1ccc(-n2cc(-c3ccccc3)c3c(NCCOCCO)ncnc32)cc1	-0.4	6	0.2	25	-1	16	3	18	14	2	14
COc1cc2c(cc1OC)C(C)N(C(=O)c1sccc1C)CC2 (stereo not drawn)	-0.3	-31	0.2	16	2	2	-1	12	21	8	10
C=CCNCC#CCOc1ccc(OC)cc1	-1.8	1	0.2	-5	7	-1	-2	0	4	-1	-1
O=C(COC(=O)[C@H](Cc1c[nH]c2ccccc12)NC(=O)c1cccs1)NCc1ccccc1	0.3	7	-0.1	1	-4	-12	-3	6	17	6	0
CCN1C[C@@H]2[C@@H]3C(=O)N(C)C(=O)[C@@H]3[C@](CC)(C1=O)N2C(=O)c1ccc(F)cc1	2.3	3	0.2	-1	16	14	.	13	-18	-8	-2
Cc1ccc(Cl)cc1NC(=S)N(CCCN1CCOCC1)Cc1ccccn1	-1.0	10	0.6	5	-4	-22	-3	12	2	5	-14
Cc1ccc(NC(=O)CSc2nnc(CNC(=O)c3c(F)cccc3Cl)o2)cc1	-1.2	4	-0.1	13	6	2	1	10	-19	5	-5
CCN(CC)c1ccc(/C=N/NC(=O)CNC(=O)c2ccc3c(c2)OCCO3)cc1	-0.3	-42	-0.2	-25	3	2	1	-10	-2	13	3
O=C(COc1ccc(S(=O)(=O)N2CCOCC2)cc1Cl)NC1CC1	0.0	-10	0.0	-22	6	5	2	10	-2	-7	0
CCOC(=O)N1CCC(NC(=O)C2CCN(S(=O)(=O)c3ccc4c(c3)oc(=O)n4C)CC2)CC1	-0.3	-6	0.0	2	-11	-10	2	8	0	10	-16
Cc1ccc(NC(=O)CSc2nn3c(=O)c(C)nnc3s2)cc1Cl	-0.4	8	-0.3	-11	-2	0	1	-24	-7	1	-13
Cc1ccc(NC(=O)COC(=O)CCc2ccc(S(=O)(=O)N3CCOCC3)cc2)cc1F	-3.1	-40	-0.1	4	10	4	0	10	1	-5	1
N#Cc1ccc(C(=O)NC(=S)N2CCN(C=O)CC2)cc1	0.9	-16	0.1	9	3	-9	.	14	5	3	-31
O=C(NC(c1ccccc1)c1ccsc1)C1CCN(Cc2ccc(Oc3ccccc3)cc2)CC1 (stereo not drawn)	1.0	15	-0.2	29	-14	-3	.	1	-1	.	-15
N#Cc1ccc(C(=O)N2CCN(S(=O)(=O)c3ccc(Cl)s3)CC2)cc1	1.4	6	0.0	26	-14	16	-1	17	-2	12	4
Cc1cc(C)c2cc(CN(Cc3cccs3)Cc3nnnn3CC3CCCO3)c(=O)[nH]c2c1 (stereo not drawn)	-0.3	-2	-0.1	18	10	22	0	4	8	1	-9
Cc1ccc(N2C(=O)CN(Cc3sccc3C)C2=S)cc1C	1.8	-3	0.0	5	-1	5	1	12	14	-4	-5

# Fetched one by one from the list above:
Compound	iPSC survival up	TWEAK Fn14 block	aDG glyco act	Peg3 promoter	KKLEB cytotox	Shn3 3UTR inh	NR2E3 ag-1	HIF-2a inh	CF NFkB inh	TRPM1 prom inh	NR2E3 ag-2
COc1cc2c(cc1OC)C(C)N(C(=O)c1sccc1C)CC2 (stereo not drawn)	-0.3	-31	0.2	16	2	2	-1	12	21	8	10
Cc1ccc(Cl)cc1NC(=S)N(CCCN1CCOCC1)Cc1ccccn1	-1.0	10	0.6	5	-4	-22	-3	12	2	5	-14

# (listing goes on)
Compound	iPSC survival up	TWEAK Fn14 block	aDG glyco act	Peg3 promoter	KKLEB cytotox	Shn3 3UTR inh	NR2E3 ag-1	HIF-2a inh	CF NFkB inh	TRPM1 prom inh	NR2E3 ag-2
O=C(c1ccccc1)c1ccc(Oc2ncccn2)cc1	-2.2	-14	0.0	-59	2	-28	0	-90	7	-30	-29
O=C(NN1C(=O)NC2(CCCCC2)C1=O)c1cc(F)cc(F)c1	-0.1	-10	0.2	-5	3	10	4	4	8	9	-26
CCOC(=O)C(Cc1c(F)cccc1F)(NC(C)=O)C(=O)OCC	1.6	3	-0.2	-1	6	9	-3	2	-5	11	2
Cc1cc(C(=O)COC(=O)c2ccc(Br)o2)c(C)n1C	-0.2	19	0.1	-304	-9	-138	-2	-21	2	-100	-25
CC1CCCC(n2cnc3cc(C(=O)O)ccc32)C1C (stereo not drawn)	1.2	27	-0.1	7	13	4	-2	9	-10	6	6
CSc1nsc(SCC(=O)Nc2c(C)n(C)n(-c3ccccc3)c2=O)n1	3.9	17	0.1	-3	-16	-14	3	-20	8	-2	3
CCOc1ccc(NC(=O)C2CCN(S(=O)(=O)c3c(C)n[nH]c3C)CC2)cc1	5.2	2	0.1	5	20	12	2	11	-22	5	10
Cc1cccc(N2CCN(C3=NC(=O)C(Cc4ccccc4)S3)CC2)c1 (stereo not drawn)	-1.6	0	0.0	14	-6	0	-1	10	1	-6	13
CC(C)CC(C(=O)Oc1ccc2c3c(c(=O)oc2c1)CCC3)N1C(=O)c2ccccc2C1=O (stereo not drawn)	4.7	0	-0.2	-17	-2	-10	.	6	1	-5	9
Cc1ccccc1CCNC(=O)C1CCN(S(=O)(=O)c2ccc(-n3cnnn3)cc2)CC1	0.3	0	-0.1	-15	-15	7	.	-24	5	-8	-17
Cc1cc2cc3c(cc2nc1SCc1ccccn1)OCCO3	-0.8	-12	-0.1	-65	8	-24	-3	-178	-2	-10	-28
CCOC(=O)C1(Cc2ccc(Cl)cc2)CCN(C(=O)c2cnc(C)cn2)CC1	-0.4	10	0.0	13	1	-1	-4	15	17	-5	14
Cc1ccc(CCSc2ccc(C(C)C)cc2)cn1	-1.1	-8	0.1	-44	11	14	0	-82	-6	-20	-15
COc1ccc(S(=O)(=O)N2CCOCC2)cc1NC(=O)C1CCCCN1S(=O)(=O)c1ccccc1 (stereo not drawn)	-1.2	6	-0.4	23	9	-6	.	21	-15	1	8
COc1ccc(NC(=O)CSc2nnc(C)s2)cc1S(=O)(=O)N1CCOCC1	-1.0	-3	-0.1	-6	-7	-10	2	11	23	-2	-24
CC1CCCC(NC(=O)NC(=O)COC(=O)c2ccc(O)cc2O)C1C (stereo not drawn)	-0.3	13	0.4	12	6	16	0	4	2	.	23
Cc1ccc(C(=O)ON=C2CCN(S(=O)(=O)c3ccccc3)CC2)cc1	-0.4	-10	0.3	-3	2	1	5	11	11	-16	-31
CCOC(=O)[C@H]1[C@H]2COc3ccc(Cl)cc3[C@@H]2N2C(=O)c3ccc(F)cc3NC(=O)[C@@]12C	-3.7	2	0.1	-4	-5	6	2	3	6	1	-10
CCCN(CCC)CCCNC(=O)c1ccc2c(c1)N(CC)C(=O)c1ccccc1S2=O (stereo not drawn)	-0.6	-17	-0.1	0	-9	-9	-3	10	3	7	18
CCCCNC(=O)CN(CCc1ccccc1)S(C)(=O)=O	-0.9	6	-0.1	12	0	-12	0	9	6	-8	-11
COc1cccc(CNS(=O)(=O)c2ccc3c(c2)N(C(C)=O)CCO3)c1	0.5	6	0.2	15	-3	16	-1	14	-4	2	1
Cn1cc(Br)c(C(=O)N2CCCCCC2)n1	-0.6	4	-0.4	10	-4	-15	.	8	-9	5	12
